TRPC6 inhibitor: mouse TRPC6 channel inhibitors, primary screen, cell-based, HEK293, membrane potential dye; Short transient receptor potential channel 6 (Mus musculus), Q61143; ACh-evoked depolarization; stronger effect = lower value; B-score at 10 µM; 1.1% of 310,000 active; AID 2553, 2010;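 active means B-score under library mean minus 3 SD, initial fluorescence not abnormally high, positive integrated signal ratio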;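 further: B-score derived from integrated fluorescence ratio over the kinetic read; more negative B-score means stronger inhibition of depolarization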
Target sequence (Q61143 whole entry, looked up): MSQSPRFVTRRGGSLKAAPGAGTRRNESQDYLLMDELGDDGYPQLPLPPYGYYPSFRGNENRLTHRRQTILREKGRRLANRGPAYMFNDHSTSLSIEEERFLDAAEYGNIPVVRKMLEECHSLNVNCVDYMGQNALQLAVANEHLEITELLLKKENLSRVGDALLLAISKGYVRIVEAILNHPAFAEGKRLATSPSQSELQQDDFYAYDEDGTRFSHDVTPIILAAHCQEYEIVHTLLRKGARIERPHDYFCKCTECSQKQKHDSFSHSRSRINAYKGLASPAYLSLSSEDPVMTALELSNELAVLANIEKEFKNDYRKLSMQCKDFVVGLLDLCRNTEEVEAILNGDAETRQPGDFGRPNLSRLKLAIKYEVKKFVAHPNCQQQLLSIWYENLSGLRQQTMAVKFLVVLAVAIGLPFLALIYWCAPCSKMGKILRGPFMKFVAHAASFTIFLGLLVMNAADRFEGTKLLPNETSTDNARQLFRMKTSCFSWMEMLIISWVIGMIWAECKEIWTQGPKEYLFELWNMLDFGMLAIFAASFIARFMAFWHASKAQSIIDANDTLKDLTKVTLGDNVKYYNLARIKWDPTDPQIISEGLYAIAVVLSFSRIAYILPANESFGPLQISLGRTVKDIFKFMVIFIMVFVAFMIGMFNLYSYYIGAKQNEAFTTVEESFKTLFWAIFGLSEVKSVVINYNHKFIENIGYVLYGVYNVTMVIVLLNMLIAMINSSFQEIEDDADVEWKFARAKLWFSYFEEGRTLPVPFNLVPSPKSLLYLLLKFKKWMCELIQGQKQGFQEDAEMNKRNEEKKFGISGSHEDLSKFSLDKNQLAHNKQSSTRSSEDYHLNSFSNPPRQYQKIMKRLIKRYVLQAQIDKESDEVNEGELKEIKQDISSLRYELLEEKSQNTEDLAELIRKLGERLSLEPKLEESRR
MrgX1 allo act: positive allosteric modulators of MrgX1, primary screen, HEK293 cells, Fluo-4 calcium flux; 0.63% of 310,000 active; B-score at 10 µM; AID 588675, 2011; FDSS; stronger effect = higher value;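 active means plate-corrected calcium response at least 3 library SD above typical, normal starting fluorescence, not activating the receptor alone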;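 further: compound read alongside a low EC10 to EC30 dose of BAM8-22 agonist; peak minus trough fluorescence over baseline measured at the second addition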
MrgX1 antagonist: antagonists of human MrgX1 receptor, primary screen, HEK293 cells, Fluo-4 calcium flux; Mas-related G-protein coupled receptor member X1 (Homo sapiens), Q96LB2; BAM8-22 antagonism; stronger effect = lower value; B-score at 10 µM; 1.3% of 310,000 active;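 active means calcium-response B-score plate-corrected more than 3 library SD below zero, starting fluorescence within 5 deviations, no agonist response on first addition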;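 further: peak minus trough fluorescence over baseline after final BAM8-22 challenge near maximal dose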
PolyA inh: polyadenylation inhibitors in yeast reporter cells, primary screen, luminescence, S. cerevisiae. calls only at 12 µM. S. cerevisiae SKY197-pL101 polyadenylation reporter, beta-gal luminescence; efflux-impaired pdr1/pdr3 knockout yeast; score 100 = 6 SD above DMSO. 0.02% of 300,000 active;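 active means lowest replicate activity score at least 50, where 100 means six control SD above control mean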;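 further: yeast exposed to compound for 9 h at 30 °C; higher score means more reporter readthrough which indicates perturbed polyadenylation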
HIF act: HIF pathway transcriptional activators, primary screen, cell-based, U2OS HRE-luciferase, luminescence | U2OS HRE-luciferase reporter; normalized: DMSO 0%, desferrioxamine 100% | activation, % at 7.5 µM (by protocol) | 0.32% of 300,000 active | AID 1910, 2009;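 active means mean activation of at least 10% of the iron chelator positive control signal, with at least half of replicates also reaching 10%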
AI-2 QS modul: Vibrio harveyi AI-2 quorum sensing modulators, primary screen, JMH597 strain, luminescence/OD600 ratio; Vibrio harveyi JMH597 AI-2 luminescence/OD600 ratio, 9 h; stronger effect = lower value; strain lacks LuxN and CqsS sensors; 0 = neutral-control median; activity change, % at 7.5 µM; 0.4% of 300,000 active; AID 2094, 2009; in the data active means activity change below about -75%, passing the limit was not always enough;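 further: luminescence divided by OD600 gain over 9 h not by final OD600 alone; inactives centre near 13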
TRPC6 activator: mouse TRPC6 channel activators, primary screen, cell-based, HEK293, membrane potential dye; AID 2550, 2010; Short transient receptor potential channel 6 (Mus musculus), Q61143; B-score at 10 µM; 0.13% of 310,000 active; HEK293-TRPC6 membrane potential dye fluorescence; stronger effect = higher value;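 active means B-score of the integrated fluorescence ratio above library mean plus 3 SD, and starting fluorescence ratio within library mean plus 5 SD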;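 further: higher score means more depolarization so channel activation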
TRPC4 block: inhibitors of mouse TRPC4 channel, primary screen, Fluo4 calcium, HEK293 TRPC4beta/mu-opioid cells. Short transient receptor potential channel 4 (Mus musculus), Q9QUQ5. DAMGO-evoked Fluo4 calcium flux; stronger effect = lower value. B-score at 10 µM. 0.39% of 300,000 active. AID 2247, 2010;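 active means B-score over 3 SD under the library average, no early fluorescence shift, positive overall ratio signal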
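Assay system: HEK293 cells with stable TRPC4beta plus mu-opioid receptor expression. Dosing: single dose. Measured by: Fluo4 Ca2+ flux fluorescence. Also added: DAMGO in two steps, submaximal then maximal. Read-out: B score from integrated Fluo4 fluorescence ratio.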
MrgX1 agonist: agonists of human MrgX1 receptor, primary screen, HEK293 cells, Fluo-4 calcium flux; Mas-related G-protein coupled receptor member X1 (Homo sapiens), Q96LB2; Fluo-4 calcium fluorescence, agonist mode; stronger effect = higher value; B-score at 10 µM; 0.44% of 310,000 active; AID 588627, 2011;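 active means calcium response B-score plate-corrected fluorescence ratio at least 3 library SD, with starting fluorescence B-score inside 5 SD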
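Test system: HEK293 cells stably expressing human MrgX1 receptor; Input: fifteen thousand cells per well; Dosing: compound delivered in addition one of three; Schedule: overnight seeding, then 1 h dark dye loading; Technique: Fluo-4 NW calcium fluorescence; Measure: B-scored fluorescence response ratio; Controls: positive and negative controls per plate.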
TRPC4 agonist: activators of mouse TRPC4 channel, primary screen, Fluo4 calcium, HEK293 TRPC4beta/mu-opioid cells; Short transient receptor potential channel 4 (Mus musculus), Q9QUQ5; Fluo4 calcium fluorescence; stronger effect = higher value; B-score at 10 µM; 0.49% of 310,000 active; AID 2237, 2010;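 active means B-score above 5 SD of library B-scores, and initial fluorescence ratio not above library mean plus 5 SD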;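 further: positive B-score marks a calcium rise read as TRPC4 activation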
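Assay system: HEK293 cells stably co-expressing mouse TRPC4beta and mu-opioid receptor / Timing: Fluo4 dye loading 45 min at room temperature, 110 s recording / Signal: Fluo4 calcium-sensitive dye fluorescence, kinetic, 1 Hz baseline / Read-out: integrated baseline-normalised fluorescence ratio, converted to per-well B score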
TRPC4 PAM: positive allosteric modulators of TRPC4, primary screen, cell-based, mouse TRPC4beta, HEK293 mu-opioid, Fluo-4 calcium. DAMGO EC20, Fluo-4 Ca2+ flux; stronger effect = higher value. AID 2227, 2009. B-score at 10 µM. 0.42% of 310,000 active;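 active means B-score of calcium response area above 5 SD of library B-scores, with initial fluorescence ratio within 5 SD of library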;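 further: B-score of integrated fluorescence ratio over time as area under calcium response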
Starred values were filed as active, the others as inactive; i = inactive; . = not tested or not shown. This is a subset, so the mix of outcomes need not match the whole.

SMILES	TRPC6 inhibitor	MrgX1 allo act	MrgX1 antagonist	PolyA inh	HIF act	AI-2 QS modul	TRPC6 activator	TRPC4 block	MrgX1 agonist	TRPC4 agonist	TRPC4 PAM
Cc1c(Nc2nc3ccccc3nc2NS(=O)(=O)c2cccc(Cl)c2)c(=O)n(-c2ccccc2)n1C	i	i	i	i	-0.4	19	i	i	i	i	i
CC1C(=O)N(Cc2cccc(F)c2)c2ccccc2N1C(=O)c1ccccc1 (stereo unspecified)	i	i	i	i	-0.3	-6	i	i	i	i	i
O=C(NCc1ccco1)c1cc(-c2ccccn2)nc2ccccc12	i	i	i	i	0.0	1	i	i	i	i	i
Cc1oc2nc(SCC(=O)NC3CCCCC3)nc(N)c2c1C	i	i	i	i	-0.4	5	i	i	i	i	i
CCOc1ccccc1N(C(=O)c1snc(C(N)=O)c1N)C(C(=O)NCCC(C)C)c1ccco1 (stereo unspecified)	i	i	i	i	-0.7	26	i	i	i	i	i
CCCn1c(-c2ccc[nH]c2=O)nc2ccccc21	i	i	i	.	0.2	14	i	i	i	i	i
Cc1sc2ncn3ncnc3c2c1C	i	i	i	i	0.0	11	i	i	i	i	i
C/C(=N\NC(=O)Cc1cccn1C)c1cccs1	i	i	i	i	0.6	29	i	i	i	i	i
COc1ccc(N2CCN(C(=O)c3ccccc3Br)CC2)c([N+](=O)[O-])c1	i	i	i	i	0.7	23	i	i	i	i	i
CCCSc1nc2c(c(=O)[nH]c(=O)n2C)n1C	i	i	i	i	0.8	2	i	i	i	i	i

The final four records of the section before open the next one.
SMILES	TRPC6 inhibitor	MrgX1 allo act	MrgX1 antagonist	PolyA inh	HIF act	AI-2 QS modul	TRPC6 activator	TRPC4 block	MrgX1 agonist	TRPC4 agonist	TRPC4 PAM
Cc1sc2ncn3ncnc3c2c1C	i	i	i	i	0.0	11	i	i	i	i	i
C/C(=N\NC(=O)Cc1cccn1C)c1cccs1	i	i	i	i	0.6	29	i	i	i	i	i
COc1ccc(N2CCN(C(=O)c3ccccc3Br)CC2)c([N+](=O)[O-])c1	i	i	i	i	0.7	23	i	i	i	i	i
CCCSc1nc2c(c(=O)[nH]c(=O)n2C)n1C	i	i	i	i	0.8	2	i	i	i	i	i
COC(=O)[C@H](Cc1ccccc1)NC(=O)NCCc1ccc(OC)cc1	i	i	i	i	0.8	11	i	i	i	i	i
CC(C)Cn1c(N)c(C(=O)COC(=O)c2ccncc2)c(=O)n(C)c1=O	i	i	i	i	-0.3	13	i	i	i	i	i
CCN(CC)CCCNC(=O)Cn1ncn2cccc2c1=O	i	i	i	i	0.1	2	i	i	i	i	i
COC(=O)c1nn(-c2ccccc2)c(Sc2ccc(Cl)cc2)c1/C=N/O	i	i	i	i	-0.1	8	i	i	i	i	i
COc1ccc(CN(Cc2cccnc2)S(=O)(=O)c2ccc(-n3cnnn3)c(OC)c2)cc1	i	i	i	i	0.0	13	i	i	i	i	i
COc1ccc(N2CCN(S(=O)(=O)c3c(C)[nH]c(C)c3C(=O)N3CCCCC3)CC2)cc1	i	i	i	i	0.1	25	i	i	i	i	i
O=C(c1ccc(S(=O)(=O)N2CCCCC2)cc1)N1CCCc2ccccc21	i	i	i	i	-0.3	24	i	i	i	i	i
O=[N+]([O-])c1ccc(Cl)c(/C=N/n2c(-c3ccncc3)n[nH]c2=S)c1	i	i	i	i	0.2	10	i	i	i	i	i
O=C(N/N=C/c1ccc(Br)cc1)c1cc[n+](Cc2ccccc2)cc1	i	i	i	i	-0.4	11	i	i	i	i	i
Cc1ccc(S(=O)(=O)Nc2ccccc2C(N)=O)cc1	i	i	i	i	-0.1	67	i	i	i	i	i
O=C(O)CCC(=O)Nc1nc2nccc(-c3ccccc3)n2n1	i	i	i	i	0.0	33	i	i	i	i	i
N=C1SCC(=O)N1c1ncc(Cc2ccccc2Cl)s1	i	.	.	i	-0.3	9	i	i	.	i	i
CCC1(C)Cc2c(sc3nc(SC)[nH]c(=O)c23)CO1 (stereo unspecified)	i	i	i	.	-0.2	6	i	i	i	i	i
O=C(O)c1cc(-c2ccccc2)nc2nc(N3CCCCC3)sc12	i	i	i	i	-0.2	15	i	i	i	i	i
Cn1cccc1-c1cc(C(=O)N/N=C/c2ccc([N+](=O)[O-])cc2)[nH]n1	i	i	i	i	0.2	8	i	i	i	i	i
O=C(CSc1ncn[nH]1)Nc1ccc(Br)cc1F	i	i	i	i	0.3	25	i	i	i	i	i
CN(c1ccc(C(=O)NCC2CCCO2)cc1)S(C)(=O)=O (stereo unspecified)	i	i	i	i	0.5	9	i	i	i	i	i
CC1(C)CC(=O)N(c2ccc(Cl)cc2Cl)C(=O)C1	i	i	i	i	0.1	16	i	i	i	i	i
COc1ccc(-c2c[n+](CC(=O)N3c4ccccc4Sc4ccccc43)c3n2CCC3)cc1	i	i	i	i	0.9	53	i	i	i	i	i
COc1ccc(C2C(C(N)=O)=C(C)Nc3nc(-c4ccccc4)nn32)cc1OC (stereo unspecified)	i	i	i	i	0.2	6	i	i	i	i	i
Oc1ccc2nc(Cc3ccccc3)[nH]c2c1	i	i	i	i	2.4	22	i	i	i	i	i
COCCCNC(=O)CCn1nc(-c2ccc(Cl)cc2)ccc1=O	-5.2*	i	i	i	-1.0	7	i	i	i	i	i
Cc1ccccc1-n1c(SCc2c(C)noc2C)nnc1-c1c[nH]c2ccccc12	i	i	-4.5*	i	-0.8	0	i	i	i	i	i
CCOC(=O)C(Cc1ccccc1)NC(=O)CNC(=O)CNC(=O)OCc1ccccc1 (stereo unspecified)	i	i	i	i	-0.3	-1	i	i	i	i	i
Cc1cc(NC(=O)CSc2nnnn2-c2ccc(C)c(C)c2)no1	i	i	i	i	0.0	7	i	i	i	i	i
COc1ccc(/C=C/S(=O)(=O)NCc2ccccc2)cc1OC	i	i	i	i	0.2	27	i	i	i	i	i
N#CCC(=O)Nc1ccc(C(=O)OCC(=O)NC(=O)Cc2ccccc2)cc1	i	i	i	i	-0.8	39	i	i	i	i	i
Cn1c(=O)c2c(nc(CN3CCN(c4ccc(F)cc4)CC3)n2CCN2CCOCC2)n(C)c1=O	i	i	i	i	-0.1	-1	i	i	i	i	i
CCN(CC)CCNC(=O)CS(=O)Cc1nc(-c2ccccc2Cl)oc1C (stereo unspecified)	i	i	i	i	-0.5	23	i	i	i	i	i
CCOc1ccc(CC(=O)NNC(=S)Nc2ccc(OC)c(OC)c2)cc1	i	i	i	i	-0.1	13	i	i	i	i	i
COc1cccc(C2=NOC(C(=O)N3CCOCC3)C2)c1 (stereo unspecified)	i	i	i	i	1.5	19	i	i	i	i	i
O=C(CC1C(=O)NCCN1CCCc1ccccc1)NCCc1ccccc1Cl (stereo unspecified)	i	i	i	i	-0.1	-3	i	i	i	i	i
COc1ccc(CCNC(=O)c2ccc(CNS(=O)(=O)c3ccccc3)cc2)cc1OC	i	i	i	i	-0.1	15	i	i	i	i	i
COc1ccc(-n2nc(C(=O)NCC(=O)Nc3cc(OC)c(OC)c(OC)c3)c3ccccc3c2=O)cc1Cl	i	i	i	i	-0.5	-2	i	i	i	i	i
COc1ccc(/C(N)=N/OC(=O)CSc2ccccc2)cc1OC	i	i	i	i	3.5	23	i	i	i	i	i
Cc1cc(Cl)ccc1NC(=O)CSc1nnc(Cc2cccs2)n1Cc1ccco1	i	i	i	i	0.1	69	i	i	i	i	i
Cc1ccc(NC(=O)c2ccccc2OCC(=O)c2ccc(F)cc2)cc1	i	i	i	i	0.7	36	i	i	i	i	i
Cc1ccccc1NC(=S)N(CCc1c(C)[nH]c2ccc(F)cc12)Cc1cccnc1	i	i	i	i	-0.1	34	i	i	i	i	i
COc1ccc(Cc2nnc(NC(=O)Nc3ccccc3OC)s2)cc1	i	i	i	i	-5.5	1	i	i	i	i	i
O=C(COc1ccc(NC(=O)c2ccccc2[N+](=O)[O-])cc1)c1ccc(F)cc1	i	i	i	i	-0.4	-7	i	i	i	i	i
C=CCC1(CC=C)CCCN1C(=O)c1cc(COc2ccc(C)nc2)on1	i	i	i	i	2.1	3	i	i	i	i	i

Of the compounds above, these contain two or more sulfur atoms.
SMILES	TRPC6 inhibitor	MrgX1 allo act	MrgX1 antagonist	PolyA inh	HIF act	AI-2 QS modul	TRPC6 activator	TRPC4 block	MrgX1 agonist	TRPC4 agonist	TRPC4 PAM
N=C1SCC(=O)N1c1ncc(Cc2ccccc2Cl)s1	i	.	.	i	-0.3	9	i	i	.	i	i
CCC1(C)Cc2c(sc3nc(SC)[nH]c(=O)c23)CO1 (stereo unspecified)	i	i	i	.	-0.2	6	i	i	i	i	i
Cc1cc(Cl)ccc1NC(=O)CSc1nnc(Cc2cccs2)n1Cc1ccco1	i	i	i	i	0.1	69	i	i	i	i	i
